Screening data deposited in PubChem BioAssay by National Center for Advancing Translational Sciences (NCATS).
LDHA inh – blocks human lactate dehydrogenase A; P00338; AID 1347041; purified LDHA, NADH/diaphorase-resazurin fluorescence; active compounds read low; hit rate 0.15% among 480,000; activity change, % (values are at about 110 or 230 µM); in the data active = activity change below about -30%; inconclusive = mostly about -25% to -30%;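 also: plate controls were DMSO wells for no effect and wells without enzyme for full effect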
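Resorufin fluorescence (ex540/em590), read at 0 and 20 min after diaphorase/resazurin addition, reports the NADH left after a 5 min room-temperature reaction of 2 nM human LDH5 with 0.06 mM NADH and 0.2 mM pyruvate.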
Anesthetic bind – candidate novel general anesthetic via apoferritin binding; P02791; apoferritin/1-aminoanthracene competitive binding, fluorescence; Potency, µM (doses to about 77.5 µM), for the others: at the highest dose activity change, negative = displacement, most hits filed as inhibitors; hit rate 0.074% among 350,000; AID 485281; also: potency is read from the fitted curve at half-maximal effect; % is scaled to controls: 0 for no effect and ±100 for the full control effect; nearly all actives have a fitted effect of over 20% in size
Target sequence (P02791 2-175 limits assumed): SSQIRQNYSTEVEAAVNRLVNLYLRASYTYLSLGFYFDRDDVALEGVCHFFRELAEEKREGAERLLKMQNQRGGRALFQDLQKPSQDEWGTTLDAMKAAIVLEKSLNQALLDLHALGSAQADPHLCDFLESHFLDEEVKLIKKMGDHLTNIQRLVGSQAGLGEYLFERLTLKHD
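Probe: 1-aminoanthracene (50% saturated, PBS). Protein: horse-spleen apoferritin, 10 uM. Incubation: 10 min, room temperature. Detection: 380 nm excitation, 535 nm emission. Analysis: normalized response, four-parameter Hill.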
RGS4 inh – inhibitors of human regulator of G protein signaling 4; AID 504845; Transcreener GDP fluorescence polarization, RGS4-accelerated GTP hydrolysis; hit rate 0.039% among 390,000; Potency, µM (titrated, usually from 114 µM), without a hit: top-dose activity change, negative = inhibition, hits mostly inhibitors; also: potency is read from the fitted curve at half-maximal effect; % is scaled to controls: 0 for no effect and ±100 for the full control effect; nearly all actives have a fitted effect of over 75% in size; some results filed as inactive show a strong effect at the top dose
Target sequence (P49798 whole entry, looked up): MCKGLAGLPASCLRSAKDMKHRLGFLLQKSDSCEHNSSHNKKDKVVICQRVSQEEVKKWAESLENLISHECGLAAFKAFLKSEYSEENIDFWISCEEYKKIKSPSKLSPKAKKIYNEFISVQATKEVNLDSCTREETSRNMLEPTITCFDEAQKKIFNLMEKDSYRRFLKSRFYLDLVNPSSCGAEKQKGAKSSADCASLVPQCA
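MLSMR compounds (23 nl, pin-transferred) preincubated 10 min at room temperature with a 500nM (2x) first reagent, then RGS4 at 900nM (2x) plus Transcreener GDP mix added; fluorescence polarization (620/688 nm) read before and after 90 min at 30 °C.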
Pol eta inh – inhibitors of human DNA polymerase eta | Q9Y253 | recombinant Pol eta, fluorescent DNA replication assay | Potency, µM (top dose mostly 114 µM), for the others: at the top dose activity change, negative = inhibition, hits mostly inhibitors | hit rate 1.2% among 390,000; also: potency is read from the fitted curve at half-maximal effect; % is scaled to controls: 0 for no effect and ±100 for the full control effect
Target sequence (Q9Y253 whole entry, looked up): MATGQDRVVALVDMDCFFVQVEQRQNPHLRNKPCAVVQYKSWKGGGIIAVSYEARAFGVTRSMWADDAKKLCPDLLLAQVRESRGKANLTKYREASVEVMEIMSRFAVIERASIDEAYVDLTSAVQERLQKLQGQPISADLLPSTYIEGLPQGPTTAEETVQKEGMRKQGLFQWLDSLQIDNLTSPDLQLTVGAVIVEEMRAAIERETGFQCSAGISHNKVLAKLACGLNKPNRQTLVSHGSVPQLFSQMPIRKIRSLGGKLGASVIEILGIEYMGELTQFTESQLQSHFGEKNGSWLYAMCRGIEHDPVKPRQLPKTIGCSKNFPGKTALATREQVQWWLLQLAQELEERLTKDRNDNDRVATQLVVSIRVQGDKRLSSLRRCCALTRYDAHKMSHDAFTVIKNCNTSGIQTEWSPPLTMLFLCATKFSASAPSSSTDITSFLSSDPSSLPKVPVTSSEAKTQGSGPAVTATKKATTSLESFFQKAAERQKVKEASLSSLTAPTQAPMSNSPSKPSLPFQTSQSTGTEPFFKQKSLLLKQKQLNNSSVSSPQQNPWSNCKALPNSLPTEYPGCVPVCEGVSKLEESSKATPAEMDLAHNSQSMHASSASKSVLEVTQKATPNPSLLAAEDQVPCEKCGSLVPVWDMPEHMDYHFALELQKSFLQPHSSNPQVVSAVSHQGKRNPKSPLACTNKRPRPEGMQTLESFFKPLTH
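Pol eta at 10 nM preincubated with compounds 15 min at room temperature; reaction started with fluorescent substrate (50 nM final) and read kinetically at 0 and 10 min.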
APEX1 inh – blocks human APE1 abasic DNA cleavage | recombinant APE1, TAMRA/BHQ-2 abasic DNA cleavage fluorescence | hit rate 0.35% among 350,000 | Potency, µM (highest dose often 65.8 µM), inactives show top-dose activity change, negative = inhibition, actives largely listed as inhibitors;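 also: potency is read from the fitted curve at half-maximal effect; plate controls were vehicle for no effect and reference inhibitor for full effect; nearly all actives have a fitted effect of over 55% in size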
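Incision of a quenched TAMRA/BHQ-2 THF abasic-site duplex (50 nM) by 0.75 nM APE1, after 15 min compound preincubation, measured as fluorescence increase over three 60 s reads. Values normalized to buffer, DMSO and NSC13755 control wells.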
POLB inh – blocks human DNA polymerase beta activity; hit rate 1.3% among 340,000; P06746; Pol beta primer extension/strand displacement, fluorescence kinetic; Potency, µM (highest dose often 114 µM), without a hit: top-dose activity change, negative = inhibition, actives largely listed as inhibitors; also: potency is read from the fitted curve at half-maximal effect; % is scaled to controls: 0 for no effect and ±100 for the full control effect
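Human Pol beta at 10 nM; strand-displacement substrate 50 nM final. Compound exposure 15 min at room temperature before start, reaction 10 min at room temperature.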
Pol kappa inh – inhibitors of human DNA polymerase kappa | hit rate 0.53% among 400,000 | AID 588579 | purified Pol kappa, fluorescent DNA synthesis assay, 10 min | Potency, µM (series often up to 107 µM), for the others: at the top dose activity, negative = inhibition, hits mostly inhibitors | Q9UBT6; also: potency is read from the fitted curve at half-maximal effect; % is scaled to controls: 0 for no effect and ±100 for the full control effect
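First, compounds were pin-transferred onto 10 nM Pol kappa. After 15 min at room temperature, substrate was added to 50 nM final. Fluorescence was then measured kinetically at 0 and 10 min.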
ALOX12 inh – blocks human arachidonate 12S-lipoxygenase; P18054; purified 12hLO, xylenol orange hydroperoxide absorbance; Potency, µM (top dose mostly 108 µM), for the others: top-dose activity change, negative = inhibition, actives largely listed as inhibitors; hit rate 1.1% among 580,000; AID 1671190; also: potency is read from the fitted curve at half-maximal effect; % is scaled to controls: 0 for no effect and ±100 for the full control effect
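Hydroperoxide product was detected by ferrous iron/xylenol orange as the 573 to 405 nm absorbance ratio. Arachidonic acid at 40 uM (final) was turned over for 30 min at room temperature by 150 nM human 12hLO, pH 7.0 Hepes buffer, after 15 min compound preincubation.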
ERG-DNA inh – inhibitors of human ERG Ets domain-DNA interaction. P11308. fluorescence polarization, His-ERG Ets domain / labelled DNA. Potency, µM (top dose mostly 76.9 µM), without a hit: at the highest dose FP activity, negative = inhibition, actives largely listed as inhibitors. hit rate 0.028% among 370,000; active = well fitted inhibition curve with a large enough effect in the polarisation, with a control signal flat; inconclusive = small, poorly fitted or top-dose-only effect, or effect the other way, or a change in a side signal; inactive = no such curve, though single readings can be large or run the other way; the % refers to the polarisation;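 also: polarization taken with two DNA probes labelled with fluorescein and Texas red; potency is read from the fitted curve at half-maximal effect; % of control where 0% means no effect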
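His-tagged ERG Ets domain (1 uM in the protein solution; 300mM KCl, 50mM Tris-HCl, 1mM EDTA, 1mM DTT, pH 7.5) received compound, then a probe mix of 5 nM fluorescein-DNA and 100nM Texas-615-DNA. Fluorescence polarization was read for both dyes.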
Starred values were filed as active, the others as inactive; ? = inconclusive; / = no result given; [ ] = dose if it differs, or a comment. Unless noted, calls follow the shape of the dose curve; as a rule, active = well fitted curve in the direction sought with a large enough effect; inconclusive = small, poorly fitted or top-dose-only effect, or another doubt; inactive = no such curve, though single readings can be large; an effect the other way counts as inactive or inconclusive.

Each structure is followed by: LDHA inh	ALOX12 inh	Pol kappa inh	RGS4 inh	APEX1 inh	POLB inh	ERG-DNA inh	Pol eta inh	Anesthetic bind
> CCCC(=O)N1CCN(c2ccc(NC(=O)c3cc4ccccc4o3)cc2)CC1
→ -2	7%	-2%	-16%	-3%	0%	-2%	-8%	-14%
> C=C1CCN([C@H](C(=O)NCc2ccccc2)C(C)C)S(=O)(=O)c2ccccc21
→ -6	-3%	-10%	22%	12%	3%	14%	-8%	-11%
> COc1ccc2c(/C=C/c3cc[n+](C)cc3)c[nH]c2c1
→ 16	?	-15%	-1%	-13%	2%	17%	-27%	-5%
> Cc1cc(C)nc(NC2=NCC(=O)N2c2ccc(Cl)cc2)n1
→ -3	-41%	0%	-32%	-3%	6%	0%	-12%	-8%
> COc1cccc2cc(C(=O)C3=C(O)C(=O)N(CCN(C)C)C3c3ccc(Cl)cc3)oc12 (stereo not given)
→ 3	?	-3%	7%	3%	3%	-4%	?	-2%
> Cc1ccc(Cn2c3ccccc3c3cnn(CC(=O)N4CCCCCC4)c(=O)c32)cc1
→ -4	-22%	9%	4%	/	1%	-5%	/	-8%
> COc1ccc(CCNC(=O)C(=O)Nc2ccccc2F)cc1
→ -4	?	-1%	2%	/	21%	-1%	-13%	-7%
> Cc1cc(C)cc(NC(=O)CN2C(=O)CSc3ccc(S(=O)(=O)N(C)C)cc32)c1
→ -5	-21%	-7%	12%	/	3%	0%	-8%	-1%
> Cc1nnc(SCC(=O)NNC(=O)c2ccc(Cl)cc2)n1CC1CCCO1 (stereo not given)
→ -4	1%	5%	-6%	5%	0%	12%	-12%	-16%
> CN(C)CCN1C(=O)C(=O)/C(=C(/O)c2ccc(S(=O)(=O)N3CCOCC3)cc2)C1c1ccccc1 (stereo not given)
→ -1	-1%	-12%	20%	-2%	?	/	1%	-17%
> CCOc1ccc(Cn2c3ccc(OC)cc3c3nc4ccccc4nc32)cc1OC
→ 0	23%	-1%	14%	-1%	2%	-3%	-8%	-8%
> CC(=O)Nc1ccc(OC(F)(F)C(F)C(F)(F)F)c(NC(C)=O)c1 (stereo not given)
→ -17	-18%	-15%	28%	-3%	30%	-6%	-14%	-18%
> Cc1cccc(NC(=S)NNC(=O)c2sccc2C)c1
→ -3	19%	-6%	-29%	-1%	-1%	-11%	-4%	-12%
> O=C(N1CCOCC1)N1CCN(CC(O)COc2ccc3ccccc3c2)CC1 (stereo not given)
→ -8	0%	-3%	47%	1%	?	2%	-12%	-7%
> COc1cccc(CNC(=O)CN(c2ccc(C(C)C)cc2)S(=O)(=O)c2c(C)n[nH]c2C)c1
→ 1	-6%	-2%	-22%	/	4%	1%	-29%	56%[activator]

As entered above:
Reading for `CCOc1ccc(Cn2c3ccc(OC)cc3c3nc4ccccc4nc32)cc1OC` in ERG-DNA inh: -3%
Reading for `O=C(N1CCOCC1)N1CCN(CC(O)COc2ccc3ccccc3c2)CC1` (stereo not given) in RGS4 inh: 47%

(more compounds)
Each structure is followed by: LDHA inh	ALOX12 inh	Pol kappa inh	RGS4 inh	APEX1 inh	POLB inh	ERG-DNA inh	Pol eta inh	Anesthetic bind
> CCOc1ccc(-n2ccc(=O)c(C(=O)Nc3ccc(S(=O)(=O)N4CCOCC4)cc3)n2)cc1
→ 1	-2%	1%	-10%	18%	-1%	1%	-13%	-8%
> CC(C)CCN1CCN(Cc2nc(-c3ccc(F)cc3)cs2)CC1CCO (stereo not given)
→ -3	4%	-6%	5%	5%	4%	-15%	-10%	-15%
> CC(NC(=O)Nc1ccc(O)cc1)(C(F)(F)F)C(F)(F)F
→ 24	-41%	-21%	-3%	-10%	-1%	-6%	-8%	-18%
> CCOc1ccc(N2C(=O)/C(=C/c3ccc(C)o3)N(C)C2=S)cc1
→ 13	?	-20%	?	3%	1%	2%	-27%	-8%
> COc1cc2c(cc1OC)C(c1ccc(F)cc1)N(c1cccc(C#N)c1)C(=O)C2 (stereo not given)
→ -9	-18%	12%	-3%	/	35%	1%	-1%	3%
> COc1cc(C2Nc3cc(Cl)c(S(N)(=O)=O)cc3S(=O)(=O)N2)ccc1OCc1ccccc1 (stereo not given)
→ -4	0%[57.4 µM]	-4%	-16%[11.4 µM]	14%	-2%	-6%	?	?
> CCCCn1c(N)c(N(CCC(C)C)C(=O)CSc2nnc3ccccn23)c(=O)[nH]c1=O
→ -8	-4%	-2%	-5%	1%	21%	6%	-7%	-4%
> O=C(c1ccc2c(c1)OCO2)C1CCCN(Cc2cccn2-c2cccnc2)C1 (stereo not given)
→ -6	-8%	-3%	6%	6%	1%	-2%	-10%	-22%
> Cc1cc(C(=O)CCl)c(C)n1-c1cccc(S(=O)(=O)N2CCOCC2)c1
→ -4	-16%	-2%	-31%	0%	-4%	-3%	?	-11%
> O=C(Nc1ccccc1Oc1cccnc1)C1CCCN(C/C=C/c2ccc(F)cc2)C1 (stereo not given)
→ -8	0%	-7%	2%	6%	22%	-1%	-21%	-19%
> CN1C(=O)SC(Nc2ccc(F)cc2)C1=O (stereo not given)
→ -2	12%	-7%	-29%	-1%	?	8%	-6%	0%
> COc1cccc(CNC(=O)CN2C(=O)CCc3cc(S(=O)(=O)N4CCOCC4)ccc32)c1
→ -13	-19%	-14%[60.1 µM]	20%	/	15%	1%	-8%	42%[activator]
> CCCNS(=O)(=O)c1ccc(CCC(=O)N2CCCC2)cc1
→ -5	4%	7%	18%	-10%	-18%	2%	5%	-3%
> C=CCn1cc([N+](=O)[O-])nc1C
→ 1	-31%	-8%	-5%	-1%	2%	0%	-10%	-6%
> OC[C@H]1O[C@@H](O[C@@H]2OC=C[C@H]3[C@H](O)[C@@H]4O[C@]4(CO)[C@@H]23)[C@H](O)[C@@H](O)[C@@H]1O
→ /	13%	3%[60.1 µM]	/	-1%	/	/	/	-1%
> COc1ccc(CC(=O)Nc2ccc(-c3nc4ccccc4s3)c(C)c2)cc1
→ -12	-9%	-8%[60.1 µM]	17%	/	1%	-8%	-10%	-1%
> CCC[C@H]1CC(=O)C=C(c2ccc(OC)cc2)ON1C(=O)OC(C)(C)C
→ -1	5%	-20%	-30%	/	/	6%	-16%	/
> COc1cc(CN2CCC(CCC(=O)NC3CC3)CC2)cc(Cl)c1OC
→ 0	6%	-3%	-8%	-7%	-1%	8%	3%	-4%
> Nc1ccc(Oc2ccccc2-c2ccccc2)cc1
→ 0	?	-16%	-6%	/	/	25%	-9%	/
> CC(=O)c1ccc(OC(=O)N2CCOCC2)cc1
→ 1	-17%	-1%	-50%	10%	-5%	-2%	-11%	-8%
> O=C(NNC(=O)c1ccccc1O)c1ccc(Cl)c(S(=O)(=O)N2CCCCC2)c1
→ 6	?	-11%	11%	-14%	/	7%	0%	/
> CCOc1ccc(N(CC(=O)NCCSCc2ccccc2)S(C)(=O)=O)cc1
→ -13	0%	-5%	-10%	-1%	0%	1%	-9%	-16%
> Cc1cc(/C=N/NC(=O)c2ccc(O)cc2)c(C)n1C1CC1
→ 2	38%[activator]	-24%	?	0%	-1%	-7%	10%	-15%
> CCCNC(=O)c1nn2c(C(F)(F)F)cc(-c3ccccc3)nc2c1Br
→ -4	0%	-9%	0%	-1%	24%	1%	1%	-10%
> COc1cccc(-n2c(Cn3nc(C(F)F)cc3C(F)F)n[nH]c2=S)c1
→ -4	-26%	1%	-18%	1%	-1%	-3%	-16%	0%
> Cc1cccc(NC(=O)c2cnn(-c3ccccc3)c2C)c1C
→ -11	5%	-3%	3%	-1%	-1%	-6%	-8%	-3%
> O=C(COC(=O)C1(c2ccccc2)CCCC1)N1CCNC1=O
→ -12	19%	-4%	-2%	1%	/	4%	3%	/
> CCOC(=O)Nc1ccc(NC(=O)c2ccccc2F)cc1
→ -16	-7%	-4%	7%	-1%	7%	7%	5%	-5%
> O=C(CSc1nnc(-c2ccncc2)o1)N1CCc2ccccc2C1
→ -3	-1%	-11%	-8%	?	24%	-4%	-11%	-3%
> CC12C(=O)N(c3cccc4cccnc34)C(=O)C1C1C=CC2C1 (stereo not given)
→ -12	-1%	5%	-12%	1%	9%	-1%	-17%	?
> CCN(CCNC(=O)C1CCN(S(=O)(=O)CC)CC1)c1ccccc1
→ 7	-10%[57.4 µM]	-4%[60.1 µM]	-1%	15%	10%	/	-1%	-10%
> Cc1cccn2c(=O)c(C=O)c(Sc3ncccn3)nc12
→ -2	-13%	-6%	-17%	-3%	2%	-15%	-1%	-24%
> COc1ccc(C(CNC(=O)c2ccc(C)c(S(=O)(=O)N3CCCCC3)c2)N(C)C)cc1OC (stereo not given)
→ -4	-3%	-4%	-9%	6%	-1%	3%	-2%	-1%
> Nc1nc(SCC(=O)c2c(N)n(Cc3ccccc3)c(=O)[nH]c2=O)n[nH]1
→ -3	3%	-7%	-10%	3%	1%	-1%	-7%	-6%
> O=C(NC1CC1)C1CCC(=O)N1C1CCCC1 (stereo not given)
→ -5	-3%	11%	-11%	-7%	-5%	6%	7%	6%
> Cc1cccc(NC(=S)NCc2ccccc2)c1C
→ -4	?	-1%	21%	3%	28%	0%	9%	-2%
> NC(=O)c1ccccc1NC(=O)CN1CCN(Cc2ccccc2)CC1
→ -2	2%	-5%	-26%	15%	3%	6%	-10%	-7%
> CCOc1ccc(/C=C2\SC(=S)N(CCC(=O)Nc3cccc(C(=O)O)c3)C2=O)cc1
→ -7	?	-13%	?	?	-3%	1%	45µM*	-7%

These rows are one share of the data. The share of hits here may be higher or lower than overall.
